High-throughput results deposited in PubChem BioAssay by National Center for Advancing Translational Sciences (NCATS).
FUS suppressor = FUS proteinopathy suppression in yeast | Potency, µM (top dose mostly 76.6 µM), inactives show top-dose growth rescue (activation), usual class: activators | hit rate 0.24% among 390,000 | S. cerevisiae FUS-expressing, growth rescue, OD600, 24 h;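 also: plate controls were DMSO vehicle for no effect and reference control for full effect; nearly all actives have a fitted effect of over 55% in size; some results filed as inactive show a strong effect at the top dose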
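S. cerevisiae expressing FUS from galactose induction served as the toxicity model. Growth after 24hr at 30C, read as absorbance at 600 nm, indicates suppression of toxicity; compounds dosed at several concentrations.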
Abeta yeast res = restores growth of yeast expressing A-beta42 peptide; yeast expressing A-beta42, growth rescue, OD600, 48 h; response scale: 0% DMSO, 100% iron-clioquinol control; Potency, µM (highest dose often 46.1 µM), without a hit: at the highest dose growth rescue, actives largely listed as activators; hit rate 0.063% among 410,000; also: nearly all actives have a fitted effect of over 55% in size
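Yeast growth medium received pinned compounds, then yeast cells expressing toxic A-beta were added; plates incubated at 30 C for 48 hr. Growth read as absorbance at 600 nm, normalized to DMSO and equimolar FeCl3 plus clioquinol controls.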
* = called active by the depositor; u = inconclusive; [ ] = remark or other dose. Calls follow the shape of the dose curve; as a rule, active = well fitted activation curve with a large enough effect; inconclusive = small, poorly fitted or top-dose-only effect; inactive = no such curve, though single readings can be large or run the other way. Potency is read from the fitted curve at half-maximal effect.

SMILES	FUS suppressor	Abeta yeast res
COCCn1c(C)cc(O)c(C(c2ccccc2Cl)N2CCN(c3ccccc3)CC2)c1=O (centres undefined)	4%	-6%
Cc1cc(C)c(Cn2c3ccccc3c3cnn(CC(=O)NCCC4=CCCCC4)c(=O)c32)c(C)c1	-14%	-4%
Cc1ccc(NS(=O)(=O)c2c(C)nc3sc(C)c(C)n3c2=O)cc1F	-7%	-4%
NS(=O)(=O)c1ccc(CCNc2ncnc3c2cnn3-c2cccc(Cl)c2)cc1	34%	-9%
Cc1cccc(NC(=O)C2(C)Cc3ccccc3C(=O)O2)c1 (centres undefined)	-14%	1%
COc1ccc(-c2nc3c(c(SCC(=O)Nc4cc(C)cc(C)c4)n2)Cc2c(CO)cnc(C)c2O3)cc1	1%	-21%
COc1ccc(CNC(=O)CN2C(=O)COc3ccc(S(=O)(=O)N4CCCCCC4)cc32)cc1	26%	2%
CC(C)(C)C1CCc2c(sc(NC(=O)c3cccc(Cl)c3)c2C(=O)NCc2ccco2)C1 (centres undefined)	4%	-9%
COc1cccc(CN2C(=O)CN(C3CCCCC3)C(=O)C2c2ccc(OC(C)C)c(OC)c2)c1 (centres undefined)	23%	-5%
CC(C)c1ccc(C2c3c(-c4ccccc4O)n[nH]c3C(=O)N2CCc2ccccc2)cc1 (centres undefined)	10%	-6%
Cc1ccccc1CSc1nc(-c2cccc(F)c2)nc2c1Cc1c(CO)cnc(C)c1O2	-5%	-3%
O=C(Cn1c(=O)oc2cc(S(=O)(=O)N3CCCCC3)ccc21)Nc1cccc(Cl)c1	31%	-17%
CCCNC(=O)COCc1cc(-c2ccc(F)cc2)on1	-9%	-3%
Cc1ccc(C)c(CNC(=O)c2cnc3sc(N4CCCC4)nn3c2=O)c1	-4%	-5%
Cc1ccc(OCC(=O)Nc2ccc3nc(SCC(=O)N4CCCC4)sc3c2)cc1	17%	-40%[inhibitor]
COc1ccccc1N1CCN(C(=O)CCn2nc(C)c(S(=O)(=O)N3CCCC3)c2C)CC1	12%	-18%
CC(=O)N1CCc2c(sc(NC(=O)CSc3ccc(F)cc3)c2-c2nc3ccccc3s2)C1	u	-2%
Cc1ccc(N(CC(=O)N2CCN(c3cccc(C)c3C)CC2)S(=O)(=O)c2c(C)nn(C)c2C)cc1	u	4%
CNc1ccc(-c2nc(-c3ccco3)no2)cc1[N+](=O)[O-]	1%	-7%
COc1ccc(NC(=O)Cn2c(=O)n(Cc3ccccc3Cl)c(=O)c3cc(OC)c(OC)cc32)cc1	11%	-11%

Of the compounds above, 4 contain fluorine.
SMILES	FUS suppressor	Abeta yeast res
Cc1ccc(NS(=O)(=O)c2c(C)nc3sc(C)c(C)n3c2=O)cc1F	-7%	-4%
Cc1ccccc1CSc1nc(-c2cccc(F)c2)nc2c1Cc1c(CO)cnc(C)c1O2	-5%	-3%
CCCNC(=O)COCc1cc(-c2ccc(F)cc2)on1	-9%	-3%
CC(=O)N1CCc2c(sc(NC(=O)CSc3ccc(F)cc3)c2-c2nc3ccccc3s2)C1	u	-2%

(more compounds)
SMILES	FUS suppressor	Abeta yeast res
COC(=O)c1ccc(OC)c(CN2CCCN(Cc3ccc(C)cc3)S2(=O)=O)c1	9%	u
CCOc1ccc(NC(=O)N2CCN3CCCCC3C2)cc1 (centres undefined)	-10%	0%
CCCc1ccc(OCC(=O)Nc2scc(-c3cccs3)c2C(=O)OC)cc1	2%	-14%
CC1=C(c2ccc(C)c(C)c2)S(=O)(=O)N=C1N1CCC(C(=O)NCc2ccccc2C)CC1	-2%	3%
O=C(Cn1nc2c(cc1=O)CCCC2)Nc1ccc(F)cc1F	-16%	-10%
CCOc1ccc(C2CC(=O)n3nc(-c4ccc(C)cc4)nc3S2)cc1 (centres undefined)	-8%	4%
Cc1[nH]n2c(=O)cc(-c3ccccc3Cl)nc2c1-c1ccccc1	3%	-29%
COc1ccc(-c2nc3n(n2)C(c2ccc(O)cc2)C(C(=O)Nc2cccnc2)=C(C)N3)cc1OC (centres undefined)	-4%	-2%
Cc1cccc(C(=O)Nc2c(-c3ccccc3)nc3cc(C)ccn23)c1	-15%	-2%
COc1cc(/C=C/c2nc(C#N)c(N3CCC(C)CC3)o2)cc(OC)c1OC	8%	-13%
Cc1cccc(NC(=O)CSc2nc(-c3ccco3)cc(C(F)(F)F)n2)c1C	7%	-9%
CCOC(=O)c1noc2nc(C)n(Cc3cccc([N+](=O)[O-])c3)c(=O)c12	-4%	6%
COc1ccc(CN(Cc2ccco2)c2cnc(S(C)(=O)=O)nc2C(=O)Nc2ccc(C)c(Cl)c2)cc1	21%	u
CCOc1ccc(CNC(=O)COc2cc(=O)n(C)c3ccccc23)cc1	-30%	-5%
CCOC(=O)c1ccc2c(c1)N(Cc1ccc(F)cc1Cl)C(=O)c1ccccc1S2(=O)=O	-7%	-16%
CCc1cccc(-n2nnc(-c3nsc(NC(=O)c4cccs4)n3)c2C)c1	1%	-11%
COc1cccc(CNC(=O)CCC(=O)N2CC3CCCN3c3ccccc32)c1 (centres undefined)	23%	-3%
CC12CN3CC(c4ccccc4)(CN(C1)C3c1ccc(Cl)cc1)C2=O (centres undefined)	-12%	6%
CCCCOc1ccc(C(=O)Nc2ccc3c(c2)CCCN3C(=O)c2cccs2)cc1	u	20%
O=C(OCc1cc(=O)n2nc(C3CC3)sc2n1)c1ccccc1Cl	10%	-23%
CCOC(=O)c1cccc(NC(=O)N2CCC(CN3CCCCCC3)CC2)c1	42%	-20%
Cc1ccccc1CNC(=O)C1CCCN(c2nnc(-n3c(C)ccc3C)s2)C1 (centres undefined)	39%	-13%
O=C(c1ccccc1)N1CCCC(c2nc3c(nnn3Cc3ccc(F)cc3F)c(=O)[nH]2)C1 (centres undefined)	13%	-12%
CN(C)S(=O)(=O)c1ccc(C(=O)NCCSc2c(-c3ccccc3)[nH]c3ccccc23)cc1	u	7%
O=C(c1ccc2c(c1)N(Cc1ccc(Cl)cc1)C(=O)c1ccccc1S2(=O)=O)N1CCN(Cc2ccccc2)CC1	18%	15%
Cc1cccc(-c2noc(CSc3nc(-c4ccc(F)cc4)cc(=O)[nH]3)n2)c1	0%	-10%
O=C(NCc1ccccc1)c1ccc(CSc2nc3cccnc3n2Cc2ccccc2F)cc1	15%	-32%
COc1cc(-c2nc3ccccn3c2Nc2ccccc2C)ccc1O	-7%	-5%
CCN(CC)CCNC(=O)C(=O)NCC(c1cccnc1)N1CCN(c2ccccc2)CC1 (centres undefined)	5%	-12%
COc1ccc2nc3sc(C(=O)N4CCN(c5ccc(F)cc5)CC4)cc3cc2c1	-15%	-4%
Cc1ccc(NC(=O)NCCOCCn2c(=O)oc3ccccc32)c(C)c1	-4%	-9%
Cc1ccc(NC(=O)CSc2nc(C3CCCC3)nc3c2c(=O)n(C)c(=O)n3C)c(C)c1	-12%	-8%
Cc1ccc(NS(=O)(=O)c2c(C(=O)N3CCC(C)CC3)c(C)n(C)c2C)cc1Cl	u	-17%
COc1cccc(CNS(=O)(=O)c2cc3[nH]c(=O)c(=O)[nH]c3cc2C)c1	-25%	0%
CCOCCCn1c(=N)c(C(=O)NC(C)c2ccccc2)cc2c(=O)n3cc(C)ccc3nc21 (centres undefined)	-7%	-10%
CCOc1ccc(N2CC(c3nc4ccccc4n3Cc3cccc(Cl)c3)CC2=O)cc1 (centres undefined)	41%	-6%
Cc1cc(-c2nc3ccccc3s2)ccc1NC(=O)c1cc(Cl)ccc1Cl	-14%	-5%
CCn1nc(C)c2c(-c3ccccc3)cc(=O)n(C(C)C(=O)Nc3cc(C)ccc3C)c21 (centres undefined)	-12%	-16%
COc1cccc(NC(=O)c2oc3ccccc3c2NC(=O)c2ccc(C(F)(F)F)cc2)c1	-14%	-12%
Cc1ccc(Cc2nc3ccccc3nc2SCC(=O)Nc2cccc(C(F)(F)F)c2)cc1	16%	-2%
CC(CNC(=O)CCCn1c(=O)c2cccn2c2ccccc21)c1ccccc1 (centres undefined)	38%	7%
O=C(CC1C(=O)N(c2ccc(F)cc2)C(=O)N1Cc1ccc2c(c1)OCO2)Nc1ccc(Cl)cc1 (centres undefined)	3%	0%
CCOc1ccccc1CNCc1c(C(=O)O)n(Cc2ccc(F)cc2)c2cc(C)ccc12	10%	1%
COc1cc(NC(=O)C(CC(C)C)NS(=O)(=O)c2ccc3c(c2)oc(=O)n3C)c(C(=O)O)cc1OC (centres undefined)	14%	-22%
CC(C)OCCCNC(=O)CN1C(=O)c2ccccc2Sc2ncccc21	7%	-23%
COc1ccc(-c2oc3ncn4nc(COc5c(C)cccc5C)nc4c3c2-c2ccc(OC)cc2)cc1	13%	7%
NC(=O)COc1ccc(-c2noc(COc3ccc(Cl)cc3)n2)cc1	-5%	-8%
CCN(CC)S(=O)(=O)c1ccc2c(c1)c(=O)c(C(=O)NCc1ccccc1OC)cn2C	-11%	-4%
COc1ccc(NC(=O)Cn2c(=O)n(Cc3ccc4c(c3)OCO4)c(=O)c3ccc(C(=O)NC4CCCCC4)cc32)cc1	-3%	-8%
Cc1ccc(NC(=O)c2sc3nc4n(c(=O)c3c2C)CCCCC4)c(Br)c1	-29%	-4%
O=C(CCCCCn1c(=O)c2sccc2n(Cc2ccccc2Cl)c1=O)NCc1ccc2c(c1)OCO2	10%	2%
CCOc1cc(C(=O)NCc2ccc3c(c2)CCN3C(=O)CC)cc(OCC)c1OCC	36%	1%
Cc1cc(C)c(NC(=O)C(C)n2nc(-c3ccc(C)c(C)c3)ccc2=O)c(C)c1 (centres undefined)	3%	9%
CC1CCC(NC(=O)C2(C)Cc3ccccc3C(=O)N2Cc2ccc(F)cc2)CC1 (centres undefined)	9%	10%
COC(=O)C(CCSC)Nc1ncnc2onc(-c3ccc(F)cc3)c12 (centres undefined)	9%	7%
Cc1ccc(C)c(CSc2nc3c([nH]c4ccccc43)c(=O)n2C)c1	-10%	-4%
CCOc1ccccc1C(=O)NCC(c1ccc(N(C)C)cc1)N1CCCC1 (centres undefined)	4%	-14%
CCN(CCCNC(=O)Cn1ncc2c3ccccc3n(C)c2c1=O)Cc1ccccc1	-21%	-18%
CCOC(=O)c1ccccc1NC(=O)CCc1c(C)nc2ncnn2c1C	-10%	-7%
O=C(c1ccco1)N(Cc1cccs1)c1ccc(F)cc1	17%	-31%[inhibitor]

Later entries:
SMILES	FUS suppressor	Abeta yeast res
COc1ccc(C(=O)CCC(=O)Nc2ccc(F)cc2F)cc1	-2%	-3%
CN(Cc1ccccc1)S(=O)(=O)c1ccc2[nH]c3c(c2c1)CCCCC3	33%	7%
Cn1c(SCc2cccc(F)c2)nc2c([nH]c3ccccc32)c1=O	-5%	-7%
Cc1cccc(Cn2c(SCc3ccc(C(=O)NCCc4ccccc4)cc3)nc3ccncc32)c1	43%	-2%
COc1ccccc1OCCSc1nc2ccccc2n1CC(=O)N1CCOCC1	18%	-17%
CCCSc1ncc(Cl)c(C(=O)NCc2ccc(C)cc2)n1	24%	6%
CCOc1ccc(NC(=O)C2CCCN(c3nnc(-n4c(C)ccc4C)s3)C2)cc1 (centres undefined)	17%	5%
COc1ccc(CNc2nc(-c3ccc(OC)cc3)cc(C(F)(F)F)n2)cc1	-9%	-13%
COc1cccc(NC(=O)c2cccc3c(=O)c4c([nH]c23)CCCC4)c1	5%	-21%
COc1ccc(-c2nc3c(c(SCC(=O)Nc4ccc(C(=O)O)cc4)n2)Cc2ccccc2O3)cc1	7%	-14%
O=C(COc1ccc(F)cc1)Nc1ccc(OCc2cc(=O)n3ccsc3n2)cc1	-34%	-1%
Cc1cccc(NC(=O)CSc2nc3c(oc4ccccc43)c(=O)n2-c2ccc(F)cc2)c1	24%	-1%
CCOc1ccc(NC(=O)Cn2c(=O)n(Cc3ccc(C(=O)NCc4ccc(C)cc4)cc3)c(=O)c3ccccc32)cc1	0%	-1%
CCOc1ccc2c(c1)c(=O)c(S(=O)(=O)c1ccc(CC)cc1)cn2Cc1cccc(Cl)c1	-13%	0%
CCOc1ccc(CC(=O)NCCc2sc(-c3cccc(F)c3)nc2C)cc1	31%	-10%
Cc1nc(-c2cccc(F)c2)sc1CCNC(=O)C(=O)Nc1ccc2c(c1)OCO2	-9%	-1%
CC1=C(C(=O)Nc2cccc(Cl)c2)C2(CCCCCC2)OC1=O	-18%	u
CCn1nnc2cc(C(=O)Nc3cccc(C(F)(F)F)c3)ccc21	-10%	-13%
COc1ccc(N(Cc2nnc3n2CCCCC3)C(=O)Nc2cccc(C)c2)cc1Cl	10%	-10%

Shown with values under each structure: part of the list above
Results follow in this order: FUS suppressor | Abeta yeast res
- COc1cccc(CN2C(=O)CN(C3CCCCC3)C(=O)C2c2ccc(OC(C)C)c(OC)c2)c1 (centres undefined)
 : 23% | -5%
- CC(C)c1ccc(C2c3c(-c4ccccc4O)n[nH]c3C(=O)N2CCc2ccccc2)cc1 (centres undefined)
 : 10% | -6%
- Cc1ccccc1CSc1nc(-c2cccc(F)c2)nc2c1Cc1c(CO)cnc(C)c1O2
 : -5% | -3%
- O=C(Cn1c(=O)oc2cc(S(=O)(=O)N3CCCCC3)ccc21)Nc1cccc(Cl)c1
 : 31% | -17%
- CCCNC(=O)COCc1cc(-c2ccc(F)cc2)on1
 : -9% | -3%

Only part of the results is shown, so the mix of outcomes need not match the whole.
